Compound activity deposited in PubChem BioAssay by NCI.
Growth percent in the NCI-60 one-dose screen (48 h, 10 µM unless noted): 100 = growth as untreated, 0 = no growth, -100 = all killed.
OVCAR-3: OVCAR-3 ovarian cancer. 79,000 tested, 7% active
SF-295: SF-295 CNS cancer cells; AID 1794758; 79,000 tested, 5.6% active
U251: U251 CNS tumor cells. AID 1794753. 80,000 tested, 5.4% active
DU-145: DU-145 prostate cancer | 81,000 tested, 4.2% active
OVCAR-4: OVCAR-4 ovarian cancer cells; 80,000 tested, 3.7% active; AID 1794784
OVCAR-5: OVCAR-5 ovarian cancer | 82,000 tested, 2.9% active
OVCAR-8: OVCAR-8 ovarian cancer; 81,000 tested, 4.4% active; AID 1794782
PC-3: PC-3 prostate cancer cells. 80,000 tested, 3.9% active. AID 1794754
SK-OV-3: SK-OV-3 ovarian cancer cells | 80,000 tested, 3.2% active
The depositor's hits bear a star; · = not tested or not shown; & = joins results of further samples. The calls were made as follows: active = growth percent below 10; inactive = the rest.

Sequence of screens: OVCAR-3 | SF-295 | U251 | DU-145 | OVCAR-4 | OVCAR-5 | OVCAR-8 | PC-3 | SK-OV-3
> CCCC(C(=O)OCCN1CC(C)CC1(C)C)C1CCCC1 (stereo not given)
  97 | 96 | 93 | 97 | 99 | 98 | 100 | 108 | 104
> N#C/C(=C\c1ccc(Cl)cc1Cl)C(=O)Nc1ncc(Cc2ccc(Cl)c(Cl)c2)s1
  99 | 90 | 91 | 99 | 83 | 72 | 92 | 79 | 97
> CC(C)CCSc1nc(NC2CC2)c(C#N)c(-c2ccc(F)cc2)n1
  93 | 68 | 61 | 92 | 84 | 98 | 67 | 66 | 74
> CC(=O)/C=C/c1ccco1
  98&106 | 96&107 | 105 | 102&106 | 100&109 | 110&101 | 101&109 | 95&75 | 123&113
> Cc1ccc(C(=O)Cc2ccccc2)cc1
  116 | 103 | 107 | 114 | 105 | 103 | 128 | 113 | 115
> COc1cc(CNS(=O)(=O)c2ccc(C)cc2)ccc1OCc1cn(-c2ccccc2F)nn1
  100 | 104 | 81 | 99 | 94 | 98 | 103 | 88 | 81
> CNNCc1ccc(C(=O)NC(N)=O)cc1
  98 | 108 | 103 | 99 | 104 | 103 | 143 | · | 107
> O=C1NC(=O)C(=Cc2cc(-c3ccccc3)n(-c3ccccc3)n2)C(=O)N1
  113 | 104 | 101 | 104 | 100 | 102 | 98 | 97 | 105
> N#CCN(CC#N)CC#N
  123 | 125 | 109 | 120 | · | 115 | 110 | 108 | ·
> NS(=O)(=O)c1ccc(CCN2C(=O)/C(=C/c3ccc(Br)cc3)C=C2c2ccccc2)cc1
  84 | 87 | 100 | 96 | 77 | 101 | 96 | 69 | 95
> O=C(Nc1cccc(N=Cc2c(O)ccc3ccccc23)c1)c1ccccc1
  103 | 95 | 93 | 98 | 88 | 108 | 93 | 87 | 90
> C#CCOc1cccc(Nc2ncnc3cc(NC(=O)C=C)ccc23)c1
  6.1* | 45 | 33 | 5.4* | 46 | 54 | 4.4* | 24 | 30
> O=C(NC1CCCCC1c1ccccc1)c1ccccc1 (stereo not given)
  115 | 100 | 101 | 114 | 103 | 102 | 97 | 92 | 103
> Cn1ncc2c(N)ncnc21
  99 | 106 | 107 | 96 | 102 | 98 | 107 | 87 | ·
> Nc1nc(Nc2ccccc2)n[nH]1
  119 | 98 | 100 | 117 | 103 | 103 | 98 | 116 | 104
> COc1cccc(/C=C2\Oc3ccc(O)cc3C2=O)c1
  108 | 98 | 95 | 103 | 99 | 109 | 101 | 90 | ·
> O=C(CC(CC(=O)c1ccccc1)c1ccco1)c1ccccc1
  94&89 | 110&77 | 96&88 | 95&97 | 79&120 | 105&99 | 86&100 | 89&76 | 106&105
> NS(=O)(=O)c1ccc(NNC(=O)CCC(=O)c2ccccc2)cc1
  114 | 99 | 101 | 114 | 99 | 112 | 101 | 98 | 104
> Cc1cc(C)nc(NS(=O)(=O)c2ccc(NC3=C(Cl)C(=O)c4ncccc4C3=O)cc2)n1
  71 | 104 | 90 | 103 | 83 | 108 | 107 | 86 | 69
> COc1ccccc1CN1CCCOP1(=O)Nc1ccccc1C (stereo not given)
  101 | 108 | 99 | 100 | 104 | 87 | 110 | 107 | 93
> O=C1CCC(N2Cc3c(CNC(=O)c4ccc(C(F)(F)F)cc4)cccc3C2=O)C(=O)N1 (stereo not given)
  101 | 93 | 92 | 101 | 95 | 97 | 107 | 89 | 104
> COc1cc(NC(=O)c2cncnc2Nc2ccc3c(ccn3Cc3cccc(F)c3)c2)cc(OC)c1
  23 | 50 | 41 | 80 | 95 | 72 | 66 | 43 | 67
> O=C(O)C(Cc1ccccc1)N1C(=O)C2C3CCC(C3)C2C1=O (stereo not given)
  114 | 112 | 100 | 110 | 115 | 105 | 110 | 99 | ·
> COc1ccc(-c2nc(Nc3nc4ccccc4o3)nc3c2C(=O)CC(C)(C)C3)c(O)c1
  107 | · | 97 | 106 | 94 | 102 | 100 | 100 | 100
> O=c1cc[nH]cc1
  106 | 101 | 104 | 112 | 100 | 99 | · | 92 | 116
> Cc1ccc(C(=O)CSc2nc3ccc(C)cc3c(=O)n2-c2ccc(F)cc2)cc1
  90 | 28 | 29 | 81 | 29 | 85 | 31 | 74 | 55
> N#C/C(C(=O)Nc1ccc(S(N)(=O)=O)cc1)=C1\C(=O)N(Cc2ccccc2)c2ccccc21
  103 | 96 | 75 | 103 | · | 99 | 85 | 93 | ·
> NC1CCCCCC1
  108 | 89 | · | 116 | · | 106 | 101 | 91 | 103
> CCOc1ccc(-c2nn(-c3ccccc3)cc2/C=C2\SC(=S)N(CCCC(=O)O)C2=O)cc1[N+](=O)[O-]
  71 | 51 | 40 | 71 | 85 | 102 | 43 | 64 | 86
> O=C(O)/C=C\c1cccc([N+](=O)[O-])c1
  108 | 98 | 103 | 110 | 97 | 95 | 105 | 100 | 94
> CC(=O)Cc1nsc(NC(=O)c2ccoc2COc2ccc(C)cc2)n1
  · | 100 | 99 | 108 | 107 | 107 | 107 | 104 | 104
> COc1cc2cc3c(=O)n4c(cc5cc(Cl)ncc54)c(=O)n3c2cn1
  109 | 82 | 98 | 106 | 111 | 108 | 102 | 81 | 105
> COc1ccc2[nH]c(=O)c(/C=C/C(=O)c3ccc(Nc4nccc(-c5ccc(Cl)cc5)n4)cc3)cc2c1
  94 | 92 | 97 | 105 | 103 | 101 | 101 | 91 | 110
> O=C(Cc1ccccc1Nc1c(Cl)cccc1Cl)NN1C(=O)/C(=C/N2N=C(c3ccc4ccccc4c3)CC2c2ccc(F)cc2)SC1=S (stereo not given)
  92 | 101 | 92 | 95 | 93 | 95 | 100 | 85 | 92
> Cc1c2c(c(C)c3c1oc1ccc(O)cc13)C(=O)N(CCN1CCOCC1)C2=O
  109 | 102 | 98 | 100 | 123 | 112 | 89 | 97 | 100
> Cn1cc(-c2nn3cc(-c4cccs4)nc3s2)c2cc(Cl)ccc21
  88 | 87 | 111 | 100 | 74 | 64 | 101 | 77 | 99
> C[N+]1(CCc2ccccc2)CCC(CCC2CC[N+](C)(CCc3ccccc3)CC2)CC1 (stereo not given)
  107 | 97 | 88 | 117 | 103 | 104 | 97 | 101 | 107
> Cn1ncc2c(Nc3ccc(Br)cc3)ncnc21
  102 | 97 | 104 | 105 | 106 | 102 | 106 | 97 | 105
> CC(=O)N1N=C(c2ccc(Nc3nc(Nc4ccc(Cl)cc4)nc(Nc4ccc(Cl)cc4)n3)cc2)CC1c1ccc([N+](=O)[O-])cc1 (stereo not given)
  69 | 40 | 51 | 80 | 62 | 59 | 64 | 41 | 90
> Cc1cccc2c(=O)c3ccccc3oc12
  99&102 | 106&93 | 100&92 | 108&103 | 98&98 | 99&98 | 106&101 | 86&93 | 109&95
> CC(=O)c1c(-c2ccccc2C(=O)O)nc2c(-c3nc4ccccc4s3)c(Nc3ccccc3)nn2c1C
  101 | 102 | 97 | 111 | 99 | 93 | 100 | 82 | 97
> CCOC(=O)Nc1cc(C(F)(F)F)cc(C(F)(F)F)c1
  · | 97 | 105 | 111 | 108 | 98 | 102 | 93 | 103
> CC(Sc1nc2sc3c(c2c(=O)n1-c1ccc(Cl)cc1)CCCC3)C(=O)Nc1nc(-c2cccc(Br)c2)cs1 (stereo not given)
  103 | 95 | 95 | 105 | 110 | 87 | 101 | 94 | 108
> O=S(=O)(NCCNc1nccc(-c2c(-c3ccccc3)nc3sccn23)n1)c1ccc(F)cc1
  62 | 81 | 72 | 44 | 48 | 107 | 65 | 47 | 81
> COc1ccc2c(c1)C(=Nc1ccc(O)cc1)C(=O)N2
  · | 100 | 105 | 107 | 99 | 105 | 96 | 93 | 113
> Nc1c(C(=O)Nc2ccc3c(c2)OCCO3)sc2nc3c(cc12)CN(Cc1ccccc1)CC3
  104 | 101 | 110 | 102 | 102 | 107 | 99 | 90 | 116
> COc1ccc(CN2c3ccccc3CCc3ccccc32)cc1F
  -42* | 12 | 21 | 8.6* | 42 | 41 | · | 24 | 38
> CCCNC(=S)Nc1ccccc1
  177 | 110 | 103 | 111 | 106 | 110 | 100 | · | 105
> CCN(CC)CCOc1ccc(C(=O)CCc2ccccc2)cc1
  108 | 108 | 103 | 111 | 87 | 94 | 109 | 89 | 113
> CN(C)CCC(=O)c1cccc([N+](=O)[O-])c1
  107 | 102 | 104 | 101 | 98 | 104 | 106 | 97 | 105
> O=c1nc(NC2CCCC2)nc(-c2ccc(C(F)(F)F)cc2)[nH]1
  100 | 100 | 91 | 104 | 99 | 116 | 97 | 105 | 95
> O=C1/C(=C\c2cccn2C(=O)c2ccccc2)c2ccccc2N1c1c(Cl)cccc1Cl
  70 | 98 | 73 | 102 | 59 | 88 | 87 | 74 | 95
> O=C(O)CC1C=CCC1 (stereo not given)
  128 | 109 | 105 | 103 | 100 | 109 | 105 | 100 | 111
> O=S(=O)(O)c1cccc(Nc2ccc3ccccc3c2)c1
  97 | 104 | 95 | 109 | 99 | 106 | 92 | 79 | 88
> O=C1NC(=O)C(c2ccccc2)(c2ccccc2)N1S(=O)(=O)c1ccccc1
  111 | 129 | 99 | 104 | 93 | 95 | 105 | 89 | 106
> Cn1c(N2NC(=O)CC2=O)nc(-c2ccccc2)c(C#N)c1=O
  105 | 95 | 99 | 113 | 84 | 83 | 95 | 113 | 106
> COC(=O)C(CC(=O)c1ccc(-c2ccccc2)cc1)c1ccccc1 (stereo not given)
  11 | 59 | 71 | 73 | 72 | 84 | 78 | 64 | 85
> O=C(NNc1nc2cc(F)c(F)cc2n2c(CN3CC4CNCC4C3)ccc12)c1ncccn1 (stereo not given)
  35 | -15* | 17 | 24 | 22 | 40 | 7.5* | 18 | 7.2*
> OCC1CCCC1
  108 | 100 | 103 | 111 | 107 | 108 | 105 | 97 | 95
> O=C(O)C1=CSC[C@@H](C(=O)O)N1
  113 | 96 | 97 | 112 | 104 | 101 | 94 | 90 | 70

Further results
Sequence of screens: OVCAR-3 | SF-295 | U251 | DU-145 | OVCAR-4 | OVCAR-5 | OVCAR-8 | PC-3 | SK-OV-3
> OC(C#Cc1ccccc1)(C#Cc1ccccc1)/C=C/c1ccccc1
  64 | 83 | 62 | 82 | 65 | 90 | 71 | 32 | 74
> COc1ccc(NC(=O)[C@H](C)N)cc1C(=O)Nc1cccc(-c2cc(=O)c3c(OC)c(OC)c(OC)cc3o2)c1
  · | 65 | 56 | 61 | 62 | 102 | 50 | 72 | 115
> CC1C=CC(C(N)C(=O)O)O1 (stereo not given)
  107 | 47 | 104 | 97 | 87 | 85 | · | 95 | 100
> O=C(CCCCC(=O)Oc1c(Cl)cc(Cl)cc1[N+](=O)[O-])Oc1c(Cl)cc(Cl)cc1[N+](=O)[O-]
  105 | 97 | 98 | 106 | 104 | 109 | 106 | 104 | 103
> C#C[C@]1(CO)O[C@@H](n2cnc3c(N)nc(OC)nc32)C[C@@H]1O
  120 | 115 | 86 | 107 | 104 | 93 | 94 | 75 | 93
> O=C1Nc2ccccc2/C1=C\c1nc(C2CCN(S(=O)(=O)c3ccc(F)cc3)CC2)n2ccccc12
  59 | 47 | 41 | 57 | 14 | 88 | 18 | 66 | 58
> O=C(O)CCN1C(=O)/C(=C/c2cnc(CO)s2)SC1=S
  104 | 108 | 94 | 106 | 114 | 113 | 96 | 91 | 102
> COC(=O)C1C2CC3c4[nH]c5cc(OC)ccc5c4CCN3CC2CC(OC(=O)CCc2cc(OC)c(OC)c(OC)c2)C1OC (stereo not given)
  95 | 96 | 92 | 99 | 85 | 85 | 88 | 64 | 93
> O=CNCCc1ccccc1
  115 | 96 | 99 | · | 103 | 98 | 102 | 91 | 97
> NC(CO)Cc1cnc[nH]1 (stereo not given)
  100 | 95 | 74 | 93 | 101 | 90 | · | 80 | 101
